NCI-60 one-dose screen, 48 h, at 10 µM unless noted. Numbers give growth in % (100 = growth as untreated, 0 = no growth, -100 = all killed).
NCI/ADR-RES: NCI/ADR-RES ovarian cells; AID 1794790; 4.4% of 81,000 active
NCI-H522: NCI-H522 lung cancer. 8% of 78,000 active. AID 1794739
OVCAR-3: OVCAR-3 ovarian cancer; 7% of 79,000 active; AID 1794787
NCI-H460: NCI-H460 lung cancer | 6.8% of 82,000 active | AID 1794736
NCI-H23: NCI-H23 lung cancer | 4% of 80,000 active | AID 1794731
OVCAR-5: OVCAR-5 ovarian cancer | 2.9% of 82,000 active | AID 1794783
NCI-H226: NCI-H226 lung cancer; 3.5% of 79,000 active
OVCAR-8: OVCAR-8 ovarian cancer; 4.4% of 81,000 active; AID 1794782
NCI-H322M: NCI-H322M lung cancer. 2.7% of 80,000 active. AID 1794733
Starred values were filed as active, the others as inactive; . = not tested or not shown; [ ] = another dose, or the depositor's remark. The calls were made as follows: active = growth percent below 10; inactive = the rest.

[1] C[C@@H]1N=C(c2ccccc2)Nc2nc3ccccn3c2C1=O
[2] CN(C)c1ccc(N=Nc2ccc3ncccc3c2)cc1
[3] OCCCN1CCN(CCCO)CC1
[4] COc1ccc(-c2n/c(=C\c3c(O)[nH]c4ccccc34)cc3c2=Nc2ccccc2-3)cc1
[5] C[C@]12CC[C@@H]3c4ccc(O)cc4CC[C@H]3[C@@H]1CC[C@@H]2NS(=O)(=O)c1cccc(OC(F)(F)F)c1
[6] O=C(O)c1ccc(-c2nn(-c3ccc(C(F)(F)F)cc3)cc2CNc2ccccc2)cc1
[7] Nc1ncc(-c2ccc(C(F)(F)F)cc2)s1
[8] CC(C)OCCCNc1nc(Cl)nc2c1cnn2C
[9] CC(C)(C)OC(=O)CN1CCc2c(sc3ncnc(N/N=C/c4ccc(Br)cc4)c23)C1
[10] O=C1CC[C@@H](C(=O)N[C@H]2CSSC[C@@H](C(=O)O)NC(=O)[C@H](Cc3ccccc3)NC(=O)[C@@H]3CCCN3C(=O)[C@@H]3CCCN3C2=O)N1

Screen / compound no.	1	2	3	4	5	6	7	8	9	10
NCI/ADR-RES	97	93	109	5.9*	38	95	90	101	99	99
NCI-H522	95	84	89	63	28	55	77	.	84	91
OVCAR-3	103	92	112	.	37	95	90	102	110	103
NCI-H460	104	94	103	9.6*	28	101	91	100	97	101
NCI-H23	92	103	103	34	44	93	98	99	95	93
OVCAR-5	114	92	102	89	86	105	98	101	99	99
NCI-H226	88	104	110	60	54	94	78	97	95	90
OVCAR-8	.	101	97	20	51	78	92	100	83	111
NCI-H322M	102	127	137	96	68	86	88	103	.	109

[11] Nc1nc(N)nc(-c2ccccc2-c2nc(N)nc(N)n2)n1
[12] CCCn1c(O)c(N=NC(=O)c2cc3ccccc3[nH]2)c2ccccc21
[13] Cc1ccc(/C=C/C(=O)c2cccc(OCCCOc3cccc(C(=O)/C=C/c4ccc(C)cc4)c3)c2)cc1
[14] O=C1C2=C(Nc3ccccc3N2)OC1c1c[nH]c2ccc(COc3ccccc3)cc12 (centres undefined)
[15] O=CNc1ccc(Oc2ccc(NC=O)cc2)cc1
[16] COc1ccc(/C=C/C(=O)c2cc3c(N)c(C(=O)Nc4ccccc4Cl)sc3nc2C)cc1
[17] Cc1ccc2nc(NC(=O)Nc3cccc(Cl)c3)sc2c1
[18] S=c1[nH]nc(-c2cc3ccc2CCc2ccc(cc2)CC3)n1-c1ccccc1
[19] Cc1ccc2nc(N)nnc2c1
[20] OCc1ccc(N2CCc3cccc(F)c3C2)cc1Cl

Screen / compound no.	11	12	13	14	15	16	17	18	19	20
NCI/ADR-RES	116	91	91	67	97	43	94	100	96	87[0.1 µM]
NCI-H522	120	89	76	87	90	15	94	87	99	81[0.1 µM]
OVCAR-3	.	111	82	83	96	21	123	104	93	12[0.1 µM]
NCI-H460	111	87	76	90	110	33	99	100	112	31[0.1 µM]
NCI-H23	101	96	69	70	90	52	94	98	95	85[0.1 µM]
OVCAR-5	115	102	124	81	90	79	118	103	102	-12*[0.1 µM]
NCI-H226	116	112	78	49	96	27	96	107	103	-6.4*[0.1 µM]
OVCAR-8	108	102	88	70	108	40	107	102	112	91[0.1 µM]
NCI-H322M	97	97	85	74	102	62	94	96	112	106[0.1 µM]

[21] CCOC(=O)C(Cc1c[nH]c2ccccc12)(NC(C)=O)C(=O)OCC
[22] C=C(C[n+]1ccccc1)[C@@H]1CC[C@]2(COC(C)=O)CC[C@]3(C)[C@H](CC[C@@H]4[C@@]5(C)CC[C@H](OC(C)=O)C(C)(C)[C@@H]5CC[C@]43C)[C@@H]12
[23] COc1cc(NC(=O)c2ccc3c(c2)nc(-c2ccco2)n3CCCOC(C)C)cc(OC)c1OC
[24] CCc1nc2cc(F)c(/C=C/C(=O)NO)cc2c(=O)n1CCc1ccccc1
[25] O=c1c2sc3ccccc3c2nc2ccccn12
[26] Cc1nc2ccccc2n1C
[27] CC(C)=CCC/C(C)=C/CC/C(C)=C/CC[C@]1(C)CCc2cc(OC(=O)NS(=O)(=O)c3ccc(C)cc3)cc(C)c2O1
[28] C(=N/N=C(N/N=C/c1ccccc1)N/N=C/c1ccccc1)/c1ccccc1
[29] CCCCN(CCCC)Cc1cc(Nc2ccnc3cc(Cl)ccc23)ccc1O
[30] CCCCCCCCCCCCCCCCNC(=S)N/N=C/c1ccc(OC)cc1

Screen / compound no.	21	22	23	24	25	26	27	28	29	30
NCI/ADR-RES	94	98	84	2.4*	109	97	96	92	55	101
NCI-H522	99	65	77	-7.5*	88	88	67	96	64	.
OVCAR-3	123	75	103	8.0*	110	99	85	101	73	110
NCI-H460	101	95	98	7.5*	103	107	105	102	42	104
NCI-H23	95	88	91	26	96	98	.	94	57	103
OVCAR-5	102	97	89	24	101	112	95	105	88	105
NCI-H226	95	90	102	33	91	101	102	103	78	99
OVCAR-8	106	95	80	12	100	108	107	107	65	92
NCI-H322M	107	96	89	23	93	106	106	107	47	108

Reformatted bar-delimited: 9 of the compounds above.
no. | SMILES | NCI/ADR-RES | NCI-H522 | OVCAR-3 | NCI-H460 | NCI-H23 | OVCAR-5 | NCI-H226 | OVCAR-8 | NCI-H322M
19 | Cc1ccc2nc(N)nnc2c1 | 96 | 99 | 93 | 112 | 95 | 102 | 103 | 112 | 112
20 | OCc1ccc(N2CCc3cccc(F)c3C2)cc1Cl | 87[0.1 µM] | 81[0.1 µM] | 12[0.1 µM] | 31[0.1 µM] | 85[0.1 µM] | -12*[0.1 µM] | -6.4*[0.1 µM] | 91[0.1 µM] | 106[0.1 µM]
21 | CCOC(=O)C(Cc1c[nH]c2ccccc12)(NC(C)=O)C(=O)OCC | 94 | 99 | 123 | 101 | 95 | 102 | 95 | 106 | 107
22 | C=C(C[n+]1ccccc1)[C@@H]1CC[C@]2(COC(C)=O)CC[C@]3(C)[C@H](CC[C@@H]4[C@@]5(C)CC[C@H](OC(C)=O)C(C)(C)[C@@H]5CC[C@]43C)[C@@H]12 | 98 | 65 | 75 | 95 | 88 | 97 | 90 | 95 | 96
23 | COc1cc(NC(=O)c2ccc3c(c2)nc(-c2ccco2)n3CCCOC(C)C)cc(OC)c1OC | 84 | 77 | 103 | 98 | 91 | 89 | 102 | 80 | 89
24 | CCc1nc2cc(F)c(/C=C/C(=O)NO)cc2c(=O)n1CCc1ccccc1 | 2.4* | -7.5* | 8.0* | 7.5* | 26 | 24 | 33 | 12 | 23
25 | O=c1c2sc3ccccc3c2nc2ccccn12 | 109 | 88 | 110 | 103 | 96 | 101 | 91 | 100 | 93
26 | Cc1nc2ccccc2n1C | 97 | 88 | 99 | 107 | 98 | 112 | 101 | 108 | 106
27 | CC(C)=CCC/C(C)=C/CC/C(C)=C/CC[C@]1(C)CCc2cc(OC(=O)NS(=O)(=O)c3ccc(C)cc3)cc(C)c2O1 | 96 | 67 | 85 | 105 | . | 95 | 102 | 107 | 106

Carrying on.
[31] COc1cc(NCCNC2CCCCC2)c2ncccc2c1
[32] CCOc1ccc(Nc2ccc(N)c(S(=O)(=O)O)c2)cc1
[33] C[C@]12CC[C@@H]3c4ccc(O)c([N+](=O)[O-])c4CC[C@H]3[C@@H]1CCC2=O
[34] CC(=O)OCN(C)N=Nc1ccc([N+](=O)[O-])cc1
[35] NC(=O)N/N=C/CSCc1ccccc1
[36] C=CCOc1c(Cl)cc(Cl)cc1Cl
[37] O=C1c2ccccc2C(=O)N1CCCSc1nc2ccccc2c(=O)n1CCc1ccccc1
[38] Cc1ccc(-c2cc3ccccc3[nH]2)cc1
[39] CN1C(=O)/C(=C/c2nc(-c3ccccc3F)n3ccccc23)c2ccccc21
[40] CNC1=C([N+](=O)[O-])C(c2ccc(O)cc2)C(C#N)=C(c2ccc[nH]2)O1 (centres undefined)

Screen / compound no.	31	32	33	34	35	36	37	38	39	40
NCI/ADR-RES	98	112	95	109	104	111	105	98	75	102
NCI-H522	94	.	86	71	91	106	87	.	57	94
OVCAR-3	94	129	104	106	106	113	102	107	116	115
NCI-H460	98	106	112	101	105	114	102	98	49	110
NCI-H23	106	102	96	104	98	110	91	100	84	101
OVCAR-5	.	97	92	94	103	102	115	93	99	111
NCI-H226	91	112	96	100	95	.	99	95	78	102
OVCAR-8	89	106	112	96	109	99	95	91	56	97
NCI-H322M	105	116	99	95	102	106	99	100	98	99

[41] CCCCc1ccc(-c2nc3c(c(C)nc4c3nnn4-c3ccccc3)c(=O)o2)cc1
[42] Cc1cccc(-c2nnc(SCC(=O)Nc3ncc(Cc4ccccc4)s3)n2N2C(=O)CSC2=S)c1
[43] CCOC(=O)c1c2c(n(-c3ccccc3)c1-c1ccccc1)C=CCCC2
[44] O=c1cc(-c2sc(N3CCCCC3)nc2-c2ccccc2)c2cc(Cl)ccc2o1
[45] CCc1c(C)cc(C#N)c(=N)n1C(C)(C)C
[46] Nc1ccc2ccc(S(=O)(=O)O)cc2c1
[47] COc1ccc(C(=O)CSc2nc(-c3cc(OC)ccc3OC)c(C#N)c(=O)[nH]2)cc1
[48] O=C(NCCO)c1ccccc1O
[49] COc1cc2nc(Cl)nc(Nc3cccc(C4=NN(C=O)C(c5cc(OC)c(OC)c(OC)c5)C4)c3)c2cc1OC (centres undefined)
[50] COC1OC(COCc2ccccc2)C(N)C(OCc2ccccc2)C1OCc1ccccc1 (centres undefined)

Screen / compound no.	41	42	43	44	45	46	47	48	49	50
NCI/ADR-RES	112	80	91	93	108	107	86[5 µM]	103	99	105
NCI-H522	103	35	84	83	98	92	80[5 µM]	75	92	105
OVCAR-3	116	51	105	96	.	101	90[5 µM]	106	104	108
NCI-H460	114	20	97	98	113	109	96[5 µM]	101	99	116
NCI-H23	115	37	91	75	109	97	84[5 µM]	102	94	99
OVCAR-5	104	73	105	97	104	97	82[5 µM]	107	97	95
NCI-H226	98	32	111	93	127	107	82[5 µM]	104	93	105
OVCAR-8	105	25	.	90	104	99	104[5 µM]	98	93	103
NCI-H322M	112	40	91	88	124	115	87[5 µM]	106	92	120

[51] Cc1ccc(/C=C2\Oc3cc(OCC(=O)c4ccc(Cl)cc4)ccc3C2=O)cc1
[52] Clc1ccc(-c2nnc(/N=C/c3ccccc3)o2)cc1
[53] Clc1cc(Nc2ncnc3sc4c(c23)CCCC4)ccc1OCc1ccccc1
[54] COc1ccc(C(=O)C[n+]2ccccc2)cc1
[55] COc1cc(C2c3cc4c(cc3C(O)C3COCC23)OCO4)cc(OC)c1OC (centres undefined)
[56] COc1ccc(/C=C\C(=O)NC2CC[C@]3(C)[C@H]4CC[C@@H]5[C@@H]([C@@](C)(O)CCC=C(C)C)CC[C@@]5(C)[C@]4(C)CC[C@H]3C2(C)C)cc1 (some centres undefined)
[57] O=c1c2cnn(-c3ccccc3)c2n2c(CN3CCOCC3)nnc2n1-c1ccccc1
[58] N#CCC(=O)c1ccccc1[N+](=O)[O-]
[59] O=[N+]([O-])/C(=C\c1ccco1)c1ccccc1

Screen / compound no.	51	52	53	54	55	56	57	58	59
NCI/ADR-RES	102	99	97	89	103	91	99	108	101
NCI-H522	103	91	48	89	84	72	41	94	57
OVCAR-3	95	110	94	94	109	.	105	101	101
NCI-H460	120	105	97	105	104	80	102	113	96
NCI-H23	90	95	92	89	98	62	108	107	100
OVCAR-5	102	103	98	76	95	87	114	98	87
NCI-H226	109	94	84	92	90	40	104	105	91
OVCAR-8	93	103	88	100	96	77	100	111	93
NCI-H322M	103	102	89	98	98	74	108	100	100
